Source: PubChem
H37Rv inhibition: M. tuberculosis growth inhibition, HTS (AID 449762); M. tuberculosis H37Rv growth inhibition, 7H9 media; higher % means a stronger effect; one-dose inhibition, % at 25 µM; IC50 in µM for titrated hits; 330,000 tested, 0.59% active; in the data active = a potency from the dose series; inconclusive = inhibition above about 70% without an active follow-up result;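 note: bacterial growth assessed after seven days of incubation; strong numbers were not always called active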
M. tuberculosis: growth inhibition of non-replicating M. tuberculosis (AID 488890); Mycobacterium tuberculosis non-replicating, growth inhibition; higher % means a stronger effect; inhibition, % at 25 µM, or IC50 in µM where a hit was titrated; 320,000 tested, 0.39% active; in the data active = a potency from the dose series; inconclusive = inhibition mostly from about 82% at the one dose, without a potency; inactive = the rest, 99 in 100 with inhibition below about 76%;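 note: plate controls were DMSO cells for no effect and high antibiotic wells for full effect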
inhibitors of VEEV: inhibitors of VEEV TC-83 cytopathic effect, confirmation, Vero cells (AID 588727) | inhibition, % at 20 µM, or IC50 in µM where a hit was titrated | Vero cells, VEEV TC-83 cytopathic effect inhibition; higher % means a stronger effect | 350,000 tested, 0.13% active; in the data active = a potency from the dose series; inconclusive = inhibition mostly from about 14% at the one dose, without a potency; inactive = the rest, 99 in 100 with inhibition below about 12%; note: strong numbers were not always called active
H1N1 NS1A inhibition: H1N1 influenza NS1A inhibitors, functional cell based assay (AID 504329); 340,000 tested, 0.3% active; NS1A functional cell-based assay, percent inhibition; higher % means a stronger effect; inhibition, % at 12.5 µM; hits with a dose series show IC50 in µM; in the data active = a potency from the dose series; inconclusive = inhibition above about 27% without an active follow-up result; note: strong numbers were not always called active
PhoP GFP inhibition: Inhibition of PhoP regulon, Salmonella typhi GFP reporter cells, confirmation, 4 h (AID 1850) | Salmonella Typhi PhoP-promoter GFP reporter, fluorescence, 4 h; higher % means a stronger effect | one-dose inhibition, % at 50 µM; IC50 in µM for titrated hits | 310,000 tested, 0.33% active; in the data active = a potency from the dose series; inconclusive = inhibition mostly from about 25% at the one dose, without a potency; inactive = the rest, 99 in 100 with inhibition below about 19%;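 note: 0% = induced wells with vehicle and 100% = uninduced wells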
inhibitors of VEEV 10K pilot screen: also measured in inhibitors of VEEV; calls as there; inhibition, %; measured here: 10K pilot screen inhibition
Active calls of the source: *; i = inactive; ? = inconclusive; nt = not tested or not shown.

SMILES	H37Rv inhibition	M. tuberculosis	inhibitors of VEEV	H1N1 NS1A inhibition	PhoP GFP inhibition	others
COC(=O)C1=NNC2(c3ccc(Cl)cc3)C(=O)N(c3ccc(Cl)cc3)C(=O)C12 (configuration not stated)	-5%	16%	1.0%	-2%	-7%
O=C(c1cccc(S(=O)(=O)Nc2ccc(Br)cc2)c1)N1CCCC1	6%	4%	1.4%	-5%	-7%
CC1(C)CC2CC(C)(CN2c2ncnc3ccc(Br)cc23)C1 (configuration not stated)	12%	47%	7.1%	4%	-6%
C=Cc1ccc(C2=CC(=O)C[C@H](c3ccc(OC)cc3)C2)cc1	-6%	36%	0.1%	12%	nt
COc1ccc(CCNC(=O)CSc2nnnn2Cc2ccc3c(c2)OCO3)cc1OC	5%	12%	i	-9%	-10%
COC(CNC(=O)c1ccc2c(=O)n(Cc3ccc4c(c3)OCO4)c(=S)[nH]c2c1)OC	3%	-21%	i	-7%	-11%
CC(NCc1ccncc1)C12CC3CC(CC(C3)C1)C2 (configuration not stated)	-5%	-32%	1.3%	3%	2%
O=C(O)CCC(=O)Nc1sc2c(c1C(=O)Nc1ccccc1)CCCCC2	0%	42%	i	1%	-9%
COC(=O)c1ccc(NC(=O)CSC2=Nc3ccccc3C3CC=NN23)cc1 (configuration not stated)	-11%	13%	i	-4%	-5%
C[C@H]1O[C@@H](n2cc(F)c(=O)[nH]c2=O)[C@H](O)[C@@H]1O	?	70%	6.9%	-6%	32µM*
O=C(CCNC(=O)c1ccccc1)Nc1nc2ccccc2s1	-7%	14%	i	-23%	nt
O=C(Nc1ccc(N2CCN(C(=O)c3cccs3)CC2)cc1)c1ccc(Br)o1	?	nt	6.8%	1%	nt
CC(C)(C)NC(=O)NC(=O)CN1CCN(S(=O)(=O)c2ccccc2)CC1	-1%	-9%	1.9%	0%	12%
CCOc1ccc(C(=O)/C=C/c2cn(CN3CCN(C)CC3)c3ccccc23)cc1	?	41%	i	3%	13%
O=C1CCC/C(=N/NC(=O)c2ccc(NS(=O)(=O)c3cccs3)cc2)C1	-7%	-1%	1.2%	-2%	3%
C[C@@H](NC(=O)c1nc[nH]c1C(=O)NCC(=O)OCc1ccccc1)c1ccccc1	3%	76%	1.2%	-10%	-5%
CCOc1cc(NC(=O)c2ccccn2)c(OCC)cc1NC(=O)CC(C)C	nt	nt	11%	0%	nt
O=C(NCC1CCCO1)c1ccc2c(c1)OCO2 (configuration not stated)	-13%	17%	0.6%	-2%	-16%
Cc1nn(Cc2ccc(C(=O)O)o2)c(C)c1[N+](=O)[O-]	-7%	2%	0.8%	-18%	6%
CCN(CC)CCCOC(=O)C1(c2ccccc2)CCCC1	-4%	-4%	0.0%	-15%	14%
Cc1nn(Cc2ccc([N+](=O)[O-])cc2)c(=O)n1-c1c(F)cccc1F	-1%	-3%	1.6%	6%	3%
Nc1cc(N)nc(SCC(=O)Nc2ccccc2)n1	6%	-12%	0.6%	4%	-8%
Cc1c(Cl)cccc1NC(=S)NCc1cccn1C	3%	-7%	1.4%	2%	-2%
Cn1nnc(NC(=S)NC(=O)c2cccc3c(Br)cccc23)n1	-6%	?	2.4%	5%	-5%
C=CCn1cc(CN2CCC(C(=O)Nc3cccc(-c4cccc(F)c4)c3)CC2)c(C)n1	6%	31%	7.9%	-2%	5%
O=C(Cn1ncc2c(=O)oc3ccccc3c21)NCc1cccnc1	3%	16%	0.5%	-12%	-7%
O=C(NC1CC2CCCC(C1)N2C(=O)NC1CCCCC1)c1ccccc1 (configuration not stated)	-5%	-5%	1.4%	0%	14%
O=C(Nc1ccc(S(=O)(=O)NC2=NCCCCC2)cc1)c1cccs1	-3%	-10%	2.8%	-3%	nt
Cc1ccc(NC(=O)CCS(=O)(=O)c2ccc(Br)cc2)nc1	-7%	-3%	0.7%	-6%	-9%
Cc1ccc(-c2nc3ncccc3o2)cc1NC(=O)Cc1ccc(Cl)cc1	-4%	-10%	4.8%	2%	3%
CSCCC(NC(=O)COc1ccccc1)C(=O)OC(C)C(=O)Nc1ccccc1C (configuration not stated)	-3%	0%	1.6%	2%	-9%
COc1ccc(/C=C/C(=O)c2c(O)c(OC)c3occc3c2OC)cc1	nt	nt	7.7%	25%	nt
CC(C(=O)c1ccccc1)n1cnc2ccccc2c1=O (configuration not stated)	nt	3%	7.9%	8%	-1%
CCSc1nc(NCCN(C)C)c2c3c(sc2n1)COC(C)(CC)C3 (configuration not stated)	-3%	29%	0.1%	0%	10%
CCN1C[C@@H]2[C@@H]3C(=O)N(Cc4ccccc4)C(=O)[C@@H]3[C@](Cc3ccccc3)(C(=O)OC)N2C1=NC1CCCCC1	nt	nt	i	-4%	nt
Cc1cc(C)cc(C(=O)NCC(=O)N2CCN(C(c3ccccc3)c3ccccc3)CC2)c1	6%	15%	5.8%	-4%	2%
Cc1nn(C(=O)CNC(=O)c2ccccc2)c(C)c1C	8%	9%	0.6%	-22%	-10%
CCNS(=O)(=O)c1cc(S(C)(=O)=O)ccc1Cl	2%	-6%	i	-1%	-11%
Cc1cccc(C(=O)NC2CCN(C(=O)Nc3ccc(F)cc3)CC2)c1	-5%	6%	3.5%	-1%	5%
COc1ccccc1/C=C1\SC(=S)N(N2C(=O)CCCC2=O)C1=O	-5%	2%	0.8%	12%	-3%

Gathered by group, the compounds so far containing bromine
SMILES	H37Rv inhibition	M. tuberculosis	inhibitors of VEEV	H1N1 NS1A inhibition	PhoP GFP inhibition	others
O=C(c1cccc(S(=O)(=O)Nc2ccc(Br)cc2)c1)N1CCCC1	6%	4%	1.4%	-5%	-7%
CC1(C)CC2CC(C)(CN2c2ncnc3ccc(Br)cc23)C1 (configuration not stated)	12%	47%	7.1%	4%	-6%
O=C(Nc1ccc(N2CCN(C(=O)c3cccs3)CC2)cc1)c1ccc(Br)o1	?	nt	6.8%	1%	nt
Cn1nnc(NC(=S)NC(=O)c2cccc3c(Br)cccc23)n1	-6%	?	2.4%	5%	-5%
Cc1ccc(NC(=O)CCS(=O)(=O)c2ccc(Br)cc2)nc1	-7%	-3%	0.7%	-6%	-9%

Some of these compounds in order of length of the SMILES, smallest number first:
SMILES	H37Rv inhibition	M. tuberculosis	inhibitors of VEEV	H1N1 NS1A inhibition	PhoP GFP inhibition	others
Cc1ccc(NC(=O)CCS(=O)(=O)c2ccc(Br)cc2)nc1	-7%	-3%	0.7%	-6%	-9%
C=Cc1ccc(C2=CC(=O)C[C@H](c3ccc(OC)cc3)C2)cc1	-6%	36%	0.1%	12%	nt
COc1ccc(CCNC(=O)CSc2nnnn2Cc2ccc3c(c2)OCO3)cc1OC	5%	12%	i	-9%	-10%

New compounds follow.
SMILES	H37Rv inhibition	M. tuberculosis	inhibitors of VEEV	H1N1 NS1A inhibition	PhoP GFP inhibition	others
Cc1onc(-c2c(F)cccc2Cl)c1C(=O)OCC(=O)NC1CC1	0%	8%	1.0%	-17%	10%
Cc1cccc(NC(=O)c2cnn3ccccc23)c1C	1%	5%	3.0%	-4%	19%
C=CCN=C1CCCc2c1[nH]c1ccc(C)cc21	3%	12%	2.4%	1%	1%
CCCOc1ccc(-c2cnc(SCC(N)=O)nc2N)cc1	12µM*	?	3.5%	-24%	12%
CS(=O)(=O)Nc1ccc(C(=O)NC2CCCC2)cc1	-10%	-6%	0.4%	-14%	-9%
CCc1ccc(-c2nn(Cc3ccccc3)cc2/C=C/C(=O)O)cc1	6%	34%	1.9%	-19%	-3%
CCOC(=O)c1ccc(NC(=O)CN(Cc2ccc(Cl)cc2)S(C)(=O)=O)cc1	15%	18%	i	7%	4%
O=C(CC1Sc2ccccc2NC1=O)Nc1cccc(C(=O)O)c1 (configuration not stated)	10%	-24%	1.0%	-5%	11%
COc1cccc(-c2onc3ccc(C4(C)OCCO4)cc23)c1	6%	42%	7.5%	6%	-7%
CCC(Cc1ccccc1)NS(=O)(=O)c1c(C)nc2sccn2c1=O (configuration not stated)	1%	12%	1.6%	6%	2%
Cc1nc(-c2cccc(S(=O)(=O)N3CCCC(C)C3)c2)cs1 (configuration not stated)	4%	-4%	0.5%	-1%	6%
Cc1nc(NCCc2ccc(S(N)(=O)=O)cc2)c2c(C)c(C)sc2n1	-7%	-2%	0.4%	-14%	-10%
COc1ccc(N2C(=O)C3C4C=CC(C5CC45)C3C2=O)c([N+](=O)[O-])c1 (configuration not stated)	-2%	3%	1.3%	0%	-10%
CN=C1CC(SC)=C1c1ccc(C)cc1	-6%	12%	2.5%	-4%	2%
N#CC1=C(N)OC2=C(C(=O)CCC2)C1C1C=CCCC1 (configuration not stated)	0%	5%	6.7%	0%	15%
Cc1ccc(C(=O)NCc2ccncc2)cc1S(=O)(=O)Nc1cccc(C)c1C	-2%	22%	6.8%	3%	-7%
CCN(CCCNC(=O)CSc1cc(=O)n(C)c2cc(Cl)ccc12)Cc1ccccc1	-3%	48%	i	-11%	13%
O=C(Nc1ccc(SC(F)F)cc1)C12CCC(CC1)C2	7%	6%	0.9%	-3%	1%
CC1(C)CC2CC(C)(CN2C(=O)CCCN2C(=O)c3ccccc3C2=O)C1 (configuration not stated)	8%	-8%	0.9%	-3%	0%
COc1cc(C(=O)N(Cc2cc3ccccc3[nH]c2=O)CC2CCCO2)cc(OC)c1OC (configuration not stated)	1%	5%	3.2%	-3%	-8%	inhibitors of VEEV 10K pilot screen=1.5
Cc1cc(C)cc(C(=O)N(CCc2ccccc2)C2CC3CCC(C2)N3C)c1 (configuration not stated)	2%	11%	i	1%	-4%
CC1CCCCC1NC(=O)CCS(=O)(=O)c1ccc2c(c1)NC(=O)CO2 (configuration not stated)	-10%	6%	i	4%	5%
CCN(Cc1ccccc1)C(=O)COC(=O)CNS(=O)(=O)c1ccc(C)cc1	-4%	-1%	0.4%	-6%	0%
Cc1cccc(OCCSc2nc3ccccc3n2CCC(=O)O)c1	0%	22%	i	-1%	-1%
COc1ccccc1CC(=O)NN1C(=O)c2ccccc2C1=O	-2%	9%	0.2%	13%	-5%
CCCCC(=O)Nc1cccc(-c2nn3c(C)nnc3s2)c1	8%	8%	1.1%	-6%	-1%
C=CCn1c(SCCOc2ccc(OC)cc2)nnc1C(NC(=O)c1ccc(OC)cc1)C(C)C (configuration not stated)	-1%	12%	i	5%	-7%	inhibitors of VEEV 10K pilot screen=1.4
CC(C)(C)c1csc(NNC(=O)c2ccc(Br)cc2)n1	66%	14%	2.7%	-6%	7%
CC(C)COc1nc2ccccc2nc1C(C#N)C(=O)NC1CCCCC1 (configuration not stated)	8%	25%	6.2%	-9%	-4%
O=C(NNC(=O)c1ccccc1-n1cccc1)c1cccc(Cl)c1	-2%	-11%	2.2%	9%	8%
COc1ccc(-c2nc(-c3ccccc3)[nH]c(=O)c2C#N)cc1	?	32%	0.2%	-13%	6%
COc1ccc(S(=O)(=O)NC(C)C(=O)Nc2cccc([N+](=O)[O-])c2)cc1 (configuration not stated)	2%	-8%	0.7%	-7%	1%
CCN(CC(=O)NCc1cccs1)C(=O)C(c1ccccc1)c1ccccc1	6%	3%	i	-1%	6%
COc1cc([N+](=O)[O-])ccc1NC(=O)N1CCCCCC1	-3%	7%	5.5%	-9%	-7%
O=C(NC12CC3CC(CC(C3)C1)C2)N1CCN(C(=O)C2CCCO2)CC1 (configuration not stated)	10%	5%	i	-6%	-11%
Cc1ccc(S(=O)(=O)N/N=C2\C(=O)C3(C)CCC2C3(C)C)cc1 (configuration not stated)	-6%	2%	0.5%	-1%	-2%
CCCc1nc2c(C)cc(-c3nc4ccccc4n3C)cc2n1Cc1ccc(-c2ccccc2C(=O)O)cc1	59%	70%	nt	nt	-12%
COc1ccc2nc(-c3ccccc3)[nH]c2c1	-7%	-14%	2.0%	-2%	-2%
CN/S(=N/S(=O)(=O)c1ccccc1)c1ccc(C)cc1 (configuration not stated)	-4%	-13%	0.7%	-8%	6%
Cc1nnc(N(CCC#N)CCC#N)s1	-11%	-5%	1.6%	-12%	-2%
O=C(c1cc2cc(Cl)ccc2[nH]1)N1CCN(c2ccc(F)cc2)CC1	0%	0%	i	-12%	2%
Cc1ccc(Cl)cc1Nc1nc(-c2cccnc2)cs1	?	26%	7.9%	-11%	-7%
COc1ccc(C(=O)c2ccc(Br)cc2)c(OC)c1OC	nt	nt	2.1%	1%	nt
Cc1cccc(-c2noc(CCC(=O)NC3CCCCC3)n2)c1	-6%	22%	3.1%	-6%	-4%
CN(CCc1ccccn1)C1CCCN(S(=O)(=O)c2ccccc2Cl)C1 (configuration not stated)	-5%	13%	0.3%	-4%	-11%
NNC(=O)c1ccc(NS(=O)(=O)c2ccc(Br)cc2)cc1	7%	1%	nt	nt	-23%
O=[N+]([O-])c1ccc2oc(-c3cccc(O)c3)nc2c1	20%	25%	6.4%	1%	5%
